aSyn rescue = alpha-synuclein toxicity inhibition in yeast | Yeast expressing alpha-synuclein, growth rescue, BacTiter-Glo, 24 h | Potency, µM (series often up to 46.1 µM), for inactives: top-dose growth rescue (activation), most hits filed as activators | 370,000 tested, 0.14% active | AID 652106; note: potency is the fitted concentration of half-maximal effect; % of control where 0% means no effect; nearly all actives have a fitted effect of over 65% in size
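Rescue of yeast growth: cells expressing toxic alpha-synuclein, induced in galactose at OD600 0.02, incubated with compound 24 h at 30 C. ATP luminescence quantified growth; inhibitors of toxicity appear as activators.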
Abeta yeast res = A-beta toxicity reversal in yeast | AID 1347071 | 410,000 tested, 0.063% active | yeast expressing A-beta42, growth rescue, OD600, 48 h; response scale: 0% DMSO, 100% iron-clioquinol control | Potency, µM (titrated, usually from 46.1 µM), for the others: top-dose growth rescue, most hits filed as activators; note: potency is the fitted concentration of half-maximal effect; nearly all actives have a fitted effect of over 55% in size
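Growth rescue measured by 600 nm absorbance after 48 h yeast culture at 30 C with compound. Values normalized between DMSO and an equimolar ferric chloride plus clioquinol control.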
GLP1R inv ag = inverse agonists of human GLP-1 receptor | HEK293 GLP-1R CRE-luciferase, luminescence, 24 h; GLP-1R form is constitutively active | Potency, µM (doses to about 38.3 µM), for the others: top-dose activity change, negative = inhibition, usual class: inhibitors | P43220 | 410,000 tested, 1.6% active | AID 624417; note: potency is the fitted concentration of half-maximal effect; % is set by controls: 0 for no effect and ±100 for the full control effect; nearly all actives have a fitted effect of over 55% in size
Target sequence (P43220 whole entry, looked up): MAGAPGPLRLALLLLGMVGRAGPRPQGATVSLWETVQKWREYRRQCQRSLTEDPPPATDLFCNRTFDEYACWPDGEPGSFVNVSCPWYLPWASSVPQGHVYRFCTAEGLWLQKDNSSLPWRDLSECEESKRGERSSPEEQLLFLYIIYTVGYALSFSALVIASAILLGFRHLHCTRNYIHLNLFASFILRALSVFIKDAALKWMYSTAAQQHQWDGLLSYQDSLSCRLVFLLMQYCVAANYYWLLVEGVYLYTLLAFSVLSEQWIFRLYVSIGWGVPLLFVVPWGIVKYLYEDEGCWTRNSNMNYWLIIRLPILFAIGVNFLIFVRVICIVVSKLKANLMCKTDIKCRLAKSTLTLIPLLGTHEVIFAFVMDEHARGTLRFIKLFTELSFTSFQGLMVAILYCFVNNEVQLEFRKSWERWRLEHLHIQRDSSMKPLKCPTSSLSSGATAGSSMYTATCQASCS
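qHTS in 1536-well format: reporter HEK293 cells expressing constitutive GLP-1R activity in DMEM + 10% Nu serum, 24 hr with compounds at 37 deg C, luminescence read after 12 min with detection reagent.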
FUS suppressor = rescues growth of FUS-expressing yeast | S. cerevisiae FUS-expressing, growth rescue, OD600, 24 h | Potency, µM (series often up to 76.6 µM), for the others: top-dose growth rescue (activation), actives largely listed as activators | 390,000 tested, 0.24% active;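 note: potency is the fitted concentration of half-maximal effect; plate controls were DMSO vehicle for no effect and reference control for full effect; nearly all actives have a fitted effect of over 55% in size; some results filed as inactive show a strong effect at the top dose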
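S. cerevisiae expressing FUS from galactose induction served as the toxicity model. Growth after 24hr at 30C, read as absorbance at 600 nm, indicates suppression of toxicity; compounds dosed at several concentrations.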
MmCpn inh = blocks the Methanococcus maripaludis chaperonin Mm-Cpn. purified Mm-Cpn ATPase, ADP Transcreener TR-FRET. Potency, µM (series often up to 76.9 µM), inactives show at the top dose activity, negative = inhibition, most hits filed as inhibitors. 330,000 tested, 0.031% active. AID 504842; note: potency is the fitted concentration of half-maximal effect; % is set by controls: 0 for no effect and ±100 for the full control effect; nearly all actives have a fitted effect of over 80% in size
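Quantitative HTS used 25 nM Mm-CPN and 10 uM ATP in magnesium/KCl Tris buffer, pH 7.4, with 1 mM DTT. Hydrolysis ran 30 min at 37°C; ADP was read by HTRF.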
HEK293 tox = cytotoxicity counter-screen for GLP-1 receptor inverse agonists; Potency, µM (titrated, usually from 38.3 µM), without a hit: at the highest dose activity change, negative = inhibition, actives largely listed as inhibitors; HEK293 cAMP-luciferase reporter cells, luminescence, 24 h; 410,000 tested, 0.13% active;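 note: loss of luciferase light is scored as toxicity; potency is the fitted concentration of half-maximal effect; % is set by controls: 0 for no effect and ±100 for the full control effect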
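Cells in DMEM/10% Nu serum/1% pen-strep, 1536-well format. Pre-incubated 12 h, dosed with 23 nL compound, incubated a further 24 h. Luciferase detection, 12 min at room temp, luminescence.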
PTHR1 ag = PTHR1 (human) receptor agonism; Potency, µM (top dose mostly 115 µM), for the others: top-dose activation, usual class: activators; Q03431; HEK293 GP2 PTHR1 cells, GloSensor cAMP luminescence, 1 h; 410,000 tested, 0.075% active; note: potency is the fitted concentration of half-maximal effect; nearly all actives have a fitted effect of over 55% in size; some results filed as inactive show a strong effect at the top dose; inactives centre near -15; many of its hits are not listed in these tables
Target sequence (Q03431 whole entry, looked up): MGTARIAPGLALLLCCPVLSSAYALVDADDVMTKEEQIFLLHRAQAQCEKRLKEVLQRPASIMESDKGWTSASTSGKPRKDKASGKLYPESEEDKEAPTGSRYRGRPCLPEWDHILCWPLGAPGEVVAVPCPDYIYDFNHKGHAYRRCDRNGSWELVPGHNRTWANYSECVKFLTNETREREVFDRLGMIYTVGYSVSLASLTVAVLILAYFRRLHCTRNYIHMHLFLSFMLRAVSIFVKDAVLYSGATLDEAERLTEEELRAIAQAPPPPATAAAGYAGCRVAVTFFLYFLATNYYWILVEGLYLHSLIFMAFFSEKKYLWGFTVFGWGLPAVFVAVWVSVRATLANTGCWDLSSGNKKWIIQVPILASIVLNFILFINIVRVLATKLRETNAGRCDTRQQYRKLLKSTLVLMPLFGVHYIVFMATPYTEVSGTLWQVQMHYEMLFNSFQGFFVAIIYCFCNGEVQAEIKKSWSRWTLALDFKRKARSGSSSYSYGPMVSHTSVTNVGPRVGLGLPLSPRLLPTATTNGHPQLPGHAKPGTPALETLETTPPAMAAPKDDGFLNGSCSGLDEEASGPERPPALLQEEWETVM
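HEK-293-derived GP2 cells expressing PTHR1 and a GloSensor cAMP reporter, 3,000/well, plated overnight, given luciferin plus IBMX (each 0.5 mM as added) for 1 h at 37 °C, then compound for 1 h at 37 °C. Luminescence was read after 15 min at room temperature.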
TDP43 rescue = inhibitors of TDP-43 toxicity in yeast; 410,000 tested, 1.8% active; Potency, µM (doses to about 46.1 µM), inactives show at the top dose growth rescue (activation), most hits filed as activators; AID 652104; TDP-43 expressing yeast growth rescue, BacTiter-Glo, 24 h; note: potency is the fitted concentration of half-maximal effect; % of control where 0% means no effect; nearly all actives have a fitted effect of over 50% in size
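Yeast expressing TDP-43 (pregrown in raffinose, seeded at OD600=0.02 in galactose medium) exposed to compounds 24 hr at 30 deg C. Growth read by BacTiter-Glo luminescence; rescue of toxicity appears as increased signal.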
Akt phos inh = inhibitors of Akt phosphorylation | 360,000 tested, 0.32% active | Neuro2A IGF-stimulated pAkt S473 HTRF, 20 min; stronger effect = lower value | activity change, % for hits at 50 µM; in the data active = activity change below about -80%; inconclusive = mostly about -51% to -80%; note: % is set by controls: 0 for no effect and ±100 for the full control effect
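Single-point screen (50 µM final compound) in Neuro2A cells stimulated 20 min with 6 nM IGF at 37 deg C. After lysis, Ser473-phosphorylated Akt read by HTRF (ex 330 nm, em 615/665 nm) as the 665/615 ratio.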
* hit, by the source's call; i = inactive; u = inconclusive; x = not tested or not shown; & = joins results of further samples; [ ] = remark or other dose. Unless noted, calls come from the whole dose curve; as a rule, active = well fitted curve in the direction sought with a large enough effect; inconclusive = small, poorly fitted or top-dose-only effect, or another doubt; inactive = no such curve, though single readings can be large; an effect the other way counts as inactive or inconclusive.

SMILES	aSyn rescue	Abeta yeast res	GLP1R inv ag	FUS suppressor	MmCpn inh	HEK293 tox	PTHR1 ag	TDP43 rescue	Akt phos inh
Cc1ccccc1OCc1nnc(SCC(=O)Nc2ccc3nc(SCC(=O)NC(C)(C)C)sc3c2)n1C	10%	12%	-2%	10%	1%	-20%	-15%[57.5 µM]	23%	i
COc1cc(NC(=O)c2cc(-c3ccco3)on2)cc(OC)c1OC	-11%	-12%	1%	31%	0%	-9%	-69%[inhibitor]	-4%	i
CCN(C(=O)c1c(C)oc2ncn(CC(C)C)c(=O)c12)c1cccc(Cl)c1	x	-17%	-19%	18%	x	-6%	i	u	x
CN1C(=O)Cc2cc(S(=O)(=O)N3CCN(c4ccc(Cl)cc4)CC3)ccc21	2%	6%&1%	1%&1%	-7%&26%	2%	8%&-12%	-7%	13%&15%	i
CCOC(=O)Cc1csc(N/N=C/c2ccc(Cl)cc2)n1	-15%	37%	16%	20%	-4%	-6%	i	u	i
CN(C(=O)CSc1n[nH]c(-c2cccs2)n1)C1CCS(=O)(=O)C1 (stereo not drawn)	-7%	-7%	0%	18%	0%	15%	-18%	0%	i
CCCCn1c(N)c(N(CCOC)C(=O)c2oc3ccc(Br)cc3c2C)c(=O)[nH]c1=O	-3%	1%	-20%	16µM*	x	-13%	-49%[inhibitor]	2%	i
COC(=O)CNC(=O)COc1ccccc1	-4%	7%	2%	-11%	3%	2%	i	-17%	i
CCOC(=O)CCNC(=O)N1CCCC(C(=O)c2cc(C)c(OC)c(C)c2)C1 (stereo not drawn)	12%	-6%	4%	5%	0%	-1%	-2%	26%	i
O=C(CSc1nnc(Nc2ccccc2F)s1)NC1CC1	2%[1.84 µM]	-3%	7%	23%	-2%	-12%	-18%	17%	i
Cc1ccc(S(=O)(=O)c2nnn(-c3ccc(F)c(Cl)c3)c2N)cc1	x	3%	-32%	-16%	x	3%	-8%	19%	x
CCN1C(=O)[C@H]2[C@@H](c3ccc(Cl)cc3)N3C(=O)CN(CCOC)C(=O)[C@@]3(C)[C@H]2C1=O	1%	4%	11%	-2%	2%	-16%	-5%	u	i
COC(=O)c1ccc2c(=O)n(CCCCCC(=O)O)c(=O)[nH]c2c1	-5%	-5%	2%	x	-3%	-2%	7%	0%	i
COc1ccc(NC(=O)CC2C(=O)N(c3ccccc3)C(=O)N2CCc2cccs2)cc1 (stereo not drawn)	-3%	-3%	0%	x	-1%	2%	-1%	-16%	i
Cc1ccc2nc(COC(=O)c3cccnc3Cl)cc(=O)n2c1	0%	0%	43%[activator]	10%	x	5%	-2%	17%	i
Cc1ccc2sc(NC(=O)c3ccc4c(c3)OCCO4)nc2c1C	x	7%	11%	-5%	x	2%	-31%[inhibitor]	u	x
C[C@H](NC(=O)OC(C)(C)C)c1nnc(SCC(N)=O)o1	3%	23%	9%	16%	-2%	5%	-1%[57.5 µM]	0%	i
COc1ccccc1NC(=S)NNC(=O)c1ccccc1	-9%	16%	8%	2%	x	7%	-27%[57.5 µM]	u	i
COc1nnc(-c2ccccc2)s1	0%	-5%	19%	2%	-25%	-2%	-19%	14%	i
COCCN(C(=O)Cc1cccs1)C(C(=O)NCc1ccc(OC)cc1)c1ccc(OC)cc1 (stereo not drawn)	1%	12%	0%	20%	2%	-24%	-9%[57.5 µM]	-13%	i

The closing three records of the section above open the next one:
SMILES	aSyn rescue	Abeta yeast res	GLP1R inv ag	FUS suppressor	MmCpn inh	HEK293 tox	PTHR1 ag	TDP43 rescue	Akt phos inh
COc1ccccc1NC(=S)NNC(=O)c1ccccc1	-9%	16%	8%	2%	x	7%	-27%[57.5 µM]	u	i
COc1nnc(-c2ccccc2)s1	0%	-5%	19%	2%	-25%	-2%	-19%	14%	i
COCCN(C(=O)Cc1cccs1)C(C(=O)NCc1ccc(OC)cc1)c1ccc(OC)cc1 (stereo not drawn)	1%	12%	0%	20%	2%	-24%	-9%[57.5 µM]	-13%	i
CC(OC(=O)CC1CCCCC1)C(=O)Nc1ccc(S(N)(=O)=O)cc1 (stereo not drawn)	0%	7%	-13%	-3%	-3%	6%	i	3%	i
Cc1ccc(NC(=O)CN2C(=O)COc3ccc(S(=O)(=O)N4CCCCCC4)cc32)c(C)c1	x	-5%	-15%	-2%	x	3%	7%	19%	x
CC(=O)N1CCC(C(=O)N2CCN(S(=O)(=O)c3ccc(F)cc3)CC2)CC1	-1%	-1%	-1%	35%	2%	-4%	i	0%	i
O=c1[nH]c2ccc(NS(=O)(=O)c3ccc(Cl)cc3)cc2[nH]1	0%	-1%	11%	19%	-1%	-8%	i	-11%[0.397 µM]	i
Nc1ccc(Nc2ccncc2[N+](=O)[O-])cc1	-9%	10%	93%[activator]	1%	1%	11%	i	-8%	i
COc1ccc(S(=O)(=O)N2CCCC2CNC(=O)C(=O)NCc2ccco2)cc1 (stereo not drawn)	0%	-7%	9%	21%	-1%	0%	i	-7%	i
Cc1ccc(-c2cc3ccccc3nc2N2CCOCC2)cc1	5%	-21%	u	-13%	0%	7%	i	-1%	i
CCOC(=O)c1c(S(=O)(=O)N2CCC(C(=O)NCc3ccccc3OC)CC2)c(C)n(C)c1C	x	-2%	4%	1%	x	1%	i	0%	x
CC(=O)c1cccc(NC(=O)c2ccc3c(=O)n4c(nc3c2)CCCCC4)c1	4%	9%	9%[7.66 µM]	11%	1%	8%[7.66 µM]	0%	12%	i
CC(=O)Nc1nc2ccccc2n1CCOc1ccccc1	0%	u	-21%	-1%	1%	-15%	-10%[57.5 µM]	6%	i
CC(NC(=O)c1cccc(Cl)c1)C1CC2CCC1C2 (stereo not drawn)	-6%	-78%[inhibitor]	u	-17%	1%	4%	-6%	8%	i
CCOC(=O)c1c(NC(=O)c2cc(-c3ccc(Cl)cc3)on2)sc2c1CCCC2	x	-8%	-4%	1%	x	-5%	-3%	1%	x
CSc1nsc(SC)c1C(=O)O	-4%	2%	1%	5%	0%	0%	i	-25%	i
CC(=O)c1ccc(NC(=O)CSc2nc(=O)n(Cc3ccccn3)c3c2CCC3)cc1	x	-8%	3%	31%	x	-4%	-16%	0%	x
O=C(Cc1ccccc1)Nc1ccc(NC(=O)c2ccc(Br)cc2)cc1	0%	-7%	11%	6%	2%	-3%	i	-20%	i
Cn1c2ccccc2c2cnn(CC(=O)Nc3ccc(F)cc3F)c(=O)c21	0%	7%	1%	14%	0%	-1%	-21%	5%	i
c1ccc(CCNc2ccnc3cc4ccccc4cc23)cc1	-24%	-16%	u	12%	-6%	69%[activator]	-45%[inhibitor]	-2%	i
CCC(=O)N1CCN(c2ccc(Cl)cc2NC(=O)c2ccc(Br)o2)CC1	-14%	0%	-20%	34%	x	-7%	i	-9%	i
CC(Sc1nn(-c2ccc(Cl)cc2)c(=S)s1)C(=O)NCC1CCCO1 (stereo not drawn)	3%	14%	u	1%	-4%	18%	i	u	i
Cc1[nH]nc2nc(SCC(=O)NCC3CCCO3)n(-c3ccc(Br)cc3)c(=N)c12 (stereo not drawn)	3%	13%	13%	16%	-3%	-9%	i	13%	i
O=[N+]([O-])c1cccc(P(=O)(O)c2cccc([N+](=O)[O-])c2)c1	0%	5%	8%	u	0%	-6%	i	-14%	i
CCCCN(CC)C(=O)c1cc2c(=O)n3cccc(C)c3nc2s1	-2%	-41%&-30%[inhibitor]	-4%&18%	10%&25%	-2%	92%&54%[activator]	-19%&-2%	35µM*	i
CCNC(=O)c1ccccc1-c1nc(-c2ccccc2)no1	1%	11%	14%	-1%	0%	-8%	-7%	1%	i
CCCN1C(=O)/C(=C/c2cc(C)n(C)c2C)SC1=Nc1ccc(OCC)cc1	6%	21%	1%	19%	-1%	-6%	-6%[57.5 µM]	13%	i

Ordered by length of the SMILES (lowest first): part of the list above
SMILES	aSyn rescue	Abeta yeast res	GLP1R inv ag	FUS suppressor	MmCpn inh	HEK293 tox	PTHR1 ag	TDP43 rescue	Akt phos inh
COC(=O)CNC(=O)COc1ccccc1	-4%	7%	2%	-11%	3%	2%	i	-17%	i
COc1ccccc1NC(=S)NNC(=O)c1ccccc1	-9%	16%	8%	2%	x	7%	-27%[57.5 µM]	u	i
CC(=O)c1ccc(NC(=O)CSc2nc(=O)n(Cc3ccccn3)c3c2CCC3)cc1	x	-8%	3%	31%	x	-4%	-16%	0%	x
COc1ccc(NC(=O)CC2C(=O)N(c3ccccc3)C(=O)N2CCc2cccs2)cc1 (stereo not drawn)	-3%	-3%	0%	x	-1%	2%	-1%	-16%	i
COCCN(C(=O)Cc1cccs1)C(C(=O)NCc1ccc(OC)cc1)c1ccc(OC)cc1 (stereo not drawn)	1%	12%	0%	20%	2%	-24%	-9%[57.5 µM]	-13%	i
CCCCn1c(N)c(N(CCOC)C(=O)c2oc3ccc(Br)cc3c2C)c(=O)[nH]c1=O	-3%	1%	-20%	16µM*	x	-13%	-49%[inhibitor]	2%	i
Cc1ccc(NC(=O)CN2C(=O)COc3ccc(S(=O)(=O)N4CCCCCC4)cc32)c(C)c1	x	-5%	-15%	-2%	x	3%	7%	19%	x

An excerpt (hit frequency here may not be typical).
